HSF1 inhib: HSF1 inhibitors in luciferase reporter cells, primary screen, cell-based, NIH3T3, luminescence. NIH3T3-HGL HSE-luciferase, MG132-induced, luminescence 8 h; hits give low values. activity change, negative = inhibition, % at 7.5 µM (by protocol). 300,000 tested, 0.77% active;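 active = more than half of replicate wells show activity change below -50%, luminescence cut by over half; inconclusive = some wells, but at most half, below -50%; inactive = no replicate well below -50%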;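 also: luciferase reports HSF-1 transcriptional activity via heat shock element; 0% = median of DMSO wells and -100% = zero luminescence signal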
GSK3beta inhib: human GSK3beta kinase inhibitors, primary screen, biochemical, cell-free homogeneous, HTS. Glycogen synthase kinase-3 beta (Homo sapiens), P49841. GST-GSK3beta kinase, ADP-Glo luminescence, 60 min; hits give low values. activity score (negative = inhibition), % at 10 µM. 300,000 tested, 0.038% active. AID 2097, 2009;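 active = more than half of replicate wells score below -50%, meaning over 50% inhibition versus plate controls; inconclusive = some replicates but at most half score below -50%; inactive = no replicate scores below -50%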;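 also: 0% = median DMSO wells and -100% = median GW8510 positive control wells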
Target sequence (P49841 whole entry, looked up): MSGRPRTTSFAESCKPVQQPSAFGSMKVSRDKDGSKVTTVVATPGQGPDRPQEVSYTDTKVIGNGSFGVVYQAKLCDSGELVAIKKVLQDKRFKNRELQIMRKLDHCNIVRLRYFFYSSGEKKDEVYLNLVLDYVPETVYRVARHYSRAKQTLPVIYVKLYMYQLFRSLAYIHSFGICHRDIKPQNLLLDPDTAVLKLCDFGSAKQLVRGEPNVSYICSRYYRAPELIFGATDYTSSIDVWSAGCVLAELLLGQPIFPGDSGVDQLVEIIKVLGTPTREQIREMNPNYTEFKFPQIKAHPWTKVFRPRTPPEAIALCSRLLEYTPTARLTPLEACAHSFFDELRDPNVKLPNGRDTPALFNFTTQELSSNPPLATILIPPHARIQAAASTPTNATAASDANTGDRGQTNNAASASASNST
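test system = GST-tagged human GSK3beta kinase, cell-free | reagent = 25 µM ATP with peptide substrate | dosing = one dose of 10 µM per compound | schedule = 60 min reaction, RT | detection = luminescent ADP-Glo measurement of ADP formed | control set = DMSO neutral wells and GW8510 at 20 µM as positive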
HSF1 activator: HSF-1 activators, primary screen, NIH3T3-HGL cells, MG132 stress, luminescence, single point; NIH3T3-HGL HSF-1 luciferase reporter, 8 h; 100% = twice DMSO control signal; activation, % at 9 µM; 300,000 tested, 1.7% active;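 active = mean replicate activation of at least 50% with a set share of replicates each reaching 50%; inconclusive = only one of those two conditions met; inactive = mean below 50% and too few replicates reaching it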;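 also: 0% = median of the neutral control wells and 100% = twice that signal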
HDAC3 inhib: HDAC3 deacetylase inhibitors, primary screen, biochemical, fluorescence, cell-free homogeneous. Histone deacetylase 3 (Homo sapiens), O15379. recombinant HDAC3, fluorogenic peptide/trypsin coupled. inhibition, % at 8.3 µM. 320,000 tested, 0.15% active. AID 2718, 2010; in the data active = inhibition above about 26%, passing the limit was not always enough; inconclusive = no clear call, values can overlap the other calls
PolyA inh: polyadenylation inhibitors in yeast reporter cells, primary screen, luminescence, S. cerevisiae; 300,000 tested, 0.02% active; S. cerevisiae SKY197-pL101 polyadenylation reporter, beta-gal luminescence; efflux-impaired pdr1/pdr3 knockout yeast; score 100 = 6 SD above DMSO; calls only at 12 µM; AID 1875, 2009;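 active = lowest replicate activity score at least 50, where 100 means six control SD above control mean; inconclusive = lowest score under 50 but half or more replicates reach 50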;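 also: yeast exposed to compound for 9 h at 30 °C; higher score means more reporter readthrough which indicates perturbed polyadenylation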
HSP90 refold inh: HSP90 inhibitors, primary screen, cell lysate, luminescence; Rabbit reticulocyte lysate, luciferase refolding luminescence, 3 h; inhibition, % at 5.6 µM; 290,000 tested, 0.91% active; AID 1789, 2009;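 active = inhibition above the screen-wide mean plus 3 SD, computed separately per campaign, cut at about 16% in these data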;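 also: 0% = DMSO wells and 100% = 60 µM geldanamycin wells; inhibitors lower the luminescence because luciferase stays unfolded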
DYRK1A inh: rat Dyrk1A kinase inhibitors, primary screen, biochemical, single point, plate reader; Dual specificity tyrosine-phosphorylation-regulated kinase 1A (Rattus norvegicus), Q63470; ADP-Glo luminescence, NFATc1 peptide; inhibition, % at 12.5 µM; 310,000 tested, 0.43% active; AID 504441, 2011; in the data active = inhibition above about 50%;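 also: plate controls were vehicle with enzyme for no effect and no enzyme for full effect; many of its hits are not listed in these tables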
GSK3 alpha inh: blockers of GSK3A enzyme activity – biochemical, luminescence, cell-free homogeneous, HTS, primary screen | Glycogen synthase kinase-3 alpha (Homo sapiens), P49840 | GSK-3 alpha kinase, ADP-Glo luminescence, 60 min | inhibition, % at 10 µM | 320,000 tested, 0.1% active;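 in the data active = inhibition above about 50%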;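 also: GST-tagged GSK-3 alpha with peptide substrate and 25 µM ATP; 0% = DMSO neutral wells and 100% = GW8510 positive control wells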
Target sequence (P49840 whole entry, looked up): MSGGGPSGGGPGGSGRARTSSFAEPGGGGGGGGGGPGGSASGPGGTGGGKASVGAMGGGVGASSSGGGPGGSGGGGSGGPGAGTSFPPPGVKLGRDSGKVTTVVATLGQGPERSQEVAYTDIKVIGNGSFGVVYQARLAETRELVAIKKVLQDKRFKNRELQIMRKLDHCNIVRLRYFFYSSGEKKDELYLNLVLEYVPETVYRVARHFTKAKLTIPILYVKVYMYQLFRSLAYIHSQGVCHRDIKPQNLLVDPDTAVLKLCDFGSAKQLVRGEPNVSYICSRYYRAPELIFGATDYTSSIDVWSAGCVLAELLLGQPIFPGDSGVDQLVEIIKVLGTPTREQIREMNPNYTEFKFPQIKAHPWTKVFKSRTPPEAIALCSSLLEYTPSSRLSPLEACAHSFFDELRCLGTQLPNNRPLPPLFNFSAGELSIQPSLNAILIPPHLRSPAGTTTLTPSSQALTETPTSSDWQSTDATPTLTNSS
AI-2 QS mod: Vibrio harveyi AI-2 quorum sensing modulators, primary screen, JMH597 strain, luminescence/OD600 ratio | Vibrio harveyi JMH597 AI-2 luminescence/OD600 ratio, 9 h; hits give low values; strain lacks LuxN and CqsS sensors; 0 = neutral-control median | activity change, % at 7.5 µM | 300,000 tested, 0.4% active; in the data active = activity change below about -75%, passing the limit was not always enough; inconclusive = no clear call, values can overlap the other calls;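 also: luminescence divided by OD600 gain over 9 h not by final OD600 alone; inactives centre near 13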
Platelet DG rel: inhibitors of platelet dense granule secretion, primary screen, cell-based, MLPCN, human platelets | 300,000 tested, 0.22% active | inhibition, %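 (compounds screened at 7.5 µM in platelet-rich plasma)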 | human platelet-rich plasma, SFLLRN dense granule ATP release, luminescence;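 active = mean replicate score, as percent of positive control, at or above 50; inconclusive = mean below 50 but at least one replicate at or above 50; inactive = mean and every replicate below 50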
An asterisk follows results filed as active; i = inactive; u = inconclusive; x = not tested or not shown. The list is partial; the hit share may differ from the screen's.

SMILES	HSF1 inhib	GSK3beta inhib	HSF1 activator	HDAC3 inhib	PolyA inh	HSP90 refold inh	DYRK1A inh	GSK3 alpha inh	AI-2 QS mod	Platelet DG rel
COc1cccc(C(C(=O)NC2CCCC2)N(C(=O)c2ccco2)c2ccc(NC(C)=O)cc2)c1OC (stereo not given)	-6	3	-9	5	i	2	-8	0	10	-20
O=C(NC1CCCCC1)N1CCCCCCC1	-2	0	-9	-1	i	-1	2	0	21	-1
CS(=O)(=O)Cc1ccc(C(=O)NC2CCSc3ccccc32)cc1 (stereo not given)	-5	x	2	-11	i	1	1	-2	x	4
Cc1ccc(C(=O)N/C(=C\c2ccccc2)C(=O)NCc2ccncc2)cc1	-1	0	5	13	i	x	0	-7	6	1
COc1cc2c(cc1OC)C[N+](C)(C)CC2	-2	1	-3	-5	i	3	-10	2	8	-2
Cc1cc(NC(=O)CCC(=O)N(c2ccccc2)C2(C(=O)NC3CCCCC3)CCCC2)no1	-2	1	-7	-7	i	-3	-9	2	16	2
O=C(COc1ccc(F)cc1)Nc1nnc(-c2ccncc2)s1	-6	-4	-2	-6	i	-1	4	-1	22	1
Cc1ccc(-c2cnc3cc(C)nn3c2)cc1	17	1	57*	-3	i	13	5	0	-3	-13
COc1ccc2c(OC)cc(-c3ccccc3)nc2c1	-8	-2	-17	-3	i	-1	0	6	-3	2
Cc1ccc(OCC(=O)NNC(=O)Cn2c(=O)cnc3ccccc32)cc1	6	x	36	3	i	x	-12	-1	x	-4
Cc1cc(C)cc(NC(=O)C(=O)NCc2ccccn2)c1	-10	-1	6	u	i	5	0	-3	12	-10
Cc1nn(CC(=O)N2CCOCC2)c(=O)c2c1sc1ccccc12	3	0	-2	-7	i	-7	6	0	14	-6
Cc1c(CNC2CCCC2)c(C(=O)O)c(C)n1Cc1ccccc1	-9	-1	14	4	i	6	-5	-3	11	2
CC(=O)Nc1ccc(C(=O)/C=C/c2ccc[nH]2)cc1	6	-11	27	4	i	2	0	-3	-32	-21
O=C(NCC1CC1)c1ccc2c3n(nc2c1)-c1ccc(Cl)cc1CO3	14	-2	11	-10	i	x	-17	4	17	7
Cc1oc(C(C)(C)C)cc1-c1cc(NC(=O)c2ccc([N+](=O)[O-])cc2)n[nH]1	1	2	-2	13	i	4	5	-2	21	-2
O=S(=O)(Nc1ccc(Cl)cc1)c1cccc2cccnc12	-4	4	-1	1	i	0	7	1	1	-5
CN(C)c1ccc(/C=C2\N=C(c3ccc(Cl)c([N+](=O)[O-])c3)NC2=O)cc1	3	-1	29	5	i	-1	1	1	16	-8
COc1ccc(N2CCOCC2)c(NC(=O)c2cc3ccccc3o2)c1	-5	1	13	4	i	-3	0	2	8	1
Cc1ccc(NC(=O)c2ccc(OCC3CCCO3)cc2)c(C)c1 (stereo not given)	8	5	12	2	i	7	1	-4	14	3
Cc1cc(S(=O)(=O)N2CCOCC2)ccc1OCC(=O)N1CCOCC1	-7	2	-8	6	i	0	-6	-4	19	-5
Cc1cccc(NC(=O)c2ccc3c(c2)C(=O)N(Cc2cccnc2)C3=O)c1C	-4	2	-9	-1	i	-5	1	0	15	-6
CCC(C(=O)NCCCN1CCN(C)CC1)n1nc(C)n2c(cc3occc32)c1=O (stereo not given)	0	1	-2	8	i	-4	5	-1	-26	-8
COC(=O)CNC(=O)c1sc2ncn(CC(=O)Nc3ccc(C)c(Cl)c3)c(=O)c2c1C	6	1	7	-5	i	-3	1	0	18	1
Nc1nnc(CCCCCCCCCCc2nnc(N)s2)s1	-20	1	-39	6	i	3	-3	1	38	0
COc1cc(OC)c(C(=O)Nc2ncn[nH]2)cc1OC	-4	3	-4	6	i	-2	0	3	11	7
O=C(c1ccco1)n1c(=S)nc2ccccn21	18	-3	9	2	i	-1	15	4	33	8
CCOc1cc(CNCc2ccccn2)ccc1OCC(=O)NC1CCCCC1	-2	-4	-8	1	x	1	3	0	13	1
Cc1nnc(NC(=O)CSc2nnc3scc(-c4ccc(C)c(C)c4)n23)s1	-4	-1	-6	-2	i	-3	1	6	13	9
O=C(NC1CCCCC1)C1CCCN(S(=O)(=O)c2ccc(F)cc2)C1 (stereo not given)	-1	-5	29	-1	i	5	3	-1	-6	1
O=C(CS(=O)(=O)c1c[nH]c2ccccc12)N1CCCCCC1	-1	-2	3	-3	i	1	6	-1	-3	-4
O=S(=O)(Nc1c(O)ccc2ccccc12)c1cccc2ccccc12	-90*	1	-92	4	i	x	5	-1	4	27
CC(C)(C)NC(=O)COC(=O)Cc1ccc(Cl)cc1	11	0	36	3	i	-2	-2	4	29	0
c1ccc(-n2nnnc2SCc2cn3ccccc3n2)cc1	1	2	-2	7	i	0	5	-1	6	5
Cc1cc(C(=O)CN2C(=O)NC3(CCCc4sccc43)C2=O)c(C)n1-c1ccccc1 (stereo not given)	8	-2	13	3	i	-1	1	-2	-2	-4
CCn1c(CNc2ccc(Cl)cc2)nnc1SCc1ccccc1	7	0	-4	9	i	4	-5	2	6	-1
COc1cccc(-c2c(NC(=O)c3ccco3)n(-c3ccc(C)cc3)nc(C)c2=O)c1	x	-2	x	7	x	4	-3	-2	28	-5
CC(NC(=O)C12CC3CC(CC(C3)C1)C2)C(=O)N/N=C/C1=C(N2CCOCC2)C(=C\c2cccc([N+](=O)[O-])c2)/CC1 (stereo not given)	1	3	-1	0	i	-3	-8	-1	-5	-6
CCOc1ccc(Oc2nc(NCC(C)C)nc(N(C)C)n2)nn1	7	-4	5	-2	i	2	4	-1	18	26
Cc1ccc(NC(=O)Nc2nc(-c3ccc(C)s3)cs2)cc1	9	-2	27	7	i	0	0	-4	15	-8
CC(=NCCc1ccccc1)C1=C(O)CCC1=O	-41	3	-55	1	i	-1	-6	2	8	-5
CCn1c(/C=C/c2ccc(O)c(O)c2)nc2ccccc2c1=O	7	0	25	3	i	4	25	2	15	-1
CCOC(=O)COn1c(=O)c(-c2ccco2)[n+]([O-])c2ccccc21	6	-5	21	9	i	3	12	3	5	-5
Cc1cc(NC(=O)CS(=O)(=O)Cc2ccccc2)no1	-5	-3	1	1	i	-2	-4	-5	19	4
COc1cc2c(cc1OC)C(COc1ccccc1OC)N(C(C)=O)CC2 (stereo not given)	4	0	-2	-5	i	-5	-1	-1	25	4
O=c1c2nnn(-c3ccccc3)c2ncn1C/C=C/c1ccccc1	5	2	29	-5	i	4	14	2	22	0
COC(=O)c1c(NC(=O)c2nc3nc(C)cc(C(F)F)n3n2)sc2c1CCC2	-1	2	-10	1	i	-1	3	-1	9	14
CC1(NC(=O)C2CCN(C(=O)Nc3ccccc3)CC2)CCS(=O)(=O)C1 (stereo not given)	0	-1	1	-1	i	-2	-4	-1	18	1
COc1ccccc1-c1ccc(Nc2cccc(C(C)=O)c2)nn1	7	1	23	-7	i	-3	0	-1	12	-5
Brc1ccc(C=Nc2ccc(Nc3ccccc3)cc2)s1	3	0	8	2	i	4	-8	0	20	-6

Next section:
SMILES	HSF1 inhib	GSK3beta inhib	HSF1 activator	HDAC3 inhib	PolyA inh	HSP90 refold inh	DYRK1A inh	GSK3 alpha inh	AI-2 QS mod	Platelet DG rel
Cc1ccc(S(=O)(=O)N2CCC(C(=O)OCC(=O)N(C)c3ccccc3)CC2)cc1C	1	-1	-10	4	i	x	-11	0	14	-5
O=C(NC1CCCC1)C(=O)N(Cc1cccnc1)C(C(=O)NC1CCCC1)c1ccco1 (stereo not given)	-7	2	7	x	i	2	-5	0	3	12
CCC(=O)Nc1cc(OC)c(NC(=O)c2ccccc2)cc1OC	-3	-5	-23	4	i	0	-4	2	19	x
CCOc1ccc(-c2cn(-c3cccc(SC)c3)c(=O)[nH]2)cc1	3	2	6	-1	i	-6	4	-1	-11	-2
C=C(Br)Cn1c(CC(C)C)nc2ccccc21	-15	0	-31	0	i	1	-8	1	14	1
O=C(CNC(=O)c1ccncc1)N/N=C/c1ccc(O)cc1O	-7	-18	1	3	i	-1	3	3	4	-2
COc1cc([C@H]2[C@@H]3CCCC[C@]3(O)CCN2CC(=O)Nc2ccc(C)cc2C)ccc1O	4	1	5	4	i	-4	-6	0	-6	-3
COc1ccc2cc3cc(C(=O)NC(C)C)oc3nc2c1	17	-3	30	-74	i	-2	48	-1	10	14
Cc1cccn2c(=O)c3cc(S(=O)(=O)c4ccccc4)c(=N)n(Cc4ccc(F)cc4)c3nc12	-6	-2	16	1	i	-3	-9	-1	15	-6
O=C(O)C1(P(=O)(c2ccccc2)c2ccccc2)CCC1	-7	2	-4	3	i	0	2	-2	29	-11
COc1ccccc1C(=O)CSc1nccn1C	-4	1	-1	0	i	0	2	-1	4	1
COCc1cc(=O)n2c(-c3ccc(C)cc3)n[nH]c2n1	-2	0	2	2	i	x	1	-5	38	-1
CCC(C(=O)OC)n1cnc2c(nnn2-c2cccc(OC)c2)c1=O (stereo not given)	9	2	8	-1	i	-3	1	-2	28	-8
CCCC(=O)NCc1cc(-c2nn(C)c(=O)c3ccccc23)ccc1OC	2	1	34	-11	i	-1	-5	0	2	-7
Cc1c(C(=O)c2ccc(N(C)C)cc2)c2ccccn2c1CCC#N	3	-4	29	8	i	1	5	-1	4	-2
Cc1nnc(SCC(=O)Nc2ccc(N3CCOCC3)cc2)n1-c1ccccc1	-8	0	-25	-4	i	1	17	2	-2	7
COc1cc(/C=N/Nc2nc(-c3ccc(S(=O)(=O)N(C)C)cc3)cs2)ccc1O	12	0	25	13	i	7	41	-2	34	-1
Cc1cc(-c2cccnc2)c(C#N)c(SCC#N)n1	-3	-3	-3	-3	i	1	-2	-5	29	7
Cc1c(N(C(=O)c2ccccn2)C2(C(=O)NC3CCCC3)CCCCC2)c(=O)n(-c2ccccc2)n1C	2	-1	14	2	i	1	-4	1	5	-3
O=C(CN(C(=O)c1csnn1)c1ccccc1Cl)NC1CCCC1	0	-1	1	3	i	-1	7	-2	12	0
COc1ccc(/C=C2/NC(=O)CNC2=O)cc1	-6	-2	10	5	i	7	-6	4	0	6

Screening results from PubChem BioAssay.
